# EBV gp42 inh: EBV gp42 inhibition. 220,000 tested, 0.42% active. AID 1085. Fluorescence polarization binding assay, mP read-out. inhibition, % (tested at 21.74 µM); in the data active = inhibition above about 50%
# Target sequence (Q1HVG2 whole entry, looked up): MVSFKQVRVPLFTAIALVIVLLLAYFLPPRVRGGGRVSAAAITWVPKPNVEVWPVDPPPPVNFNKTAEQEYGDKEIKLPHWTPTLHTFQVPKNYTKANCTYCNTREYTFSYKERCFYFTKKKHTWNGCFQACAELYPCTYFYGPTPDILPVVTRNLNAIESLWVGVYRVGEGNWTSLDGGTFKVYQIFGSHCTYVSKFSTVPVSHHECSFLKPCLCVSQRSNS
# TbHK1 inh: T. brucei hexokinase 1 inhibition | inhibition, % at 10 µM | 220,000 tested, 0.11% active | recombinant TbHK1, G6PDH-coupled NADH A340 | AID 1430;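 active = inhibition of 50% or more in the single-dose primary screen; inactive = inhibition below 50%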
# zVAD death inh: L929 zVAD cell death inhibition; L929 zVAD necroptosis rescue, ATP luminescence, 24 h; with zVAD 60 µM; viability rescue, % at 10 µM; 220,000 tested, 0.38% active; AID 1377;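 active = activation, scaled between plate controls, above about 75%, limit read from the data; inactive = activation under that limit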;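 note: 0% = zVAD with DMSO and 100% = DMSO alone without zVAD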
# NCF1 inh: p47phox (human) inhibition; P14598; p47phox/p22phox peptide binding, fluorescence polarization, 2 h; inhibition, % at 24.7 µM; 220,000 tested, 0.53% active; AID 1274;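 active = inhibition above about 30%, limit read from the data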;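 note: 0% = p47phox with labelled peptide and 100% = labelled peptide alone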
# Mdm2 ligase inh: Mdm2 E3 ligase (human) inhibition; AID 1230; Q00987; 210,000 tested, 0.11% active; cell-based MDM2 ubiquitination luciferase reporter, 2 h; 0 = plate control, 100 = twice control, blank-subtracted; signal enhancement, % at 5 µM;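 active = signal enhancement of 30% or more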;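 note: luminescence tracks abundance of the self-degrading MDM2-luciferase fusion protein; higher signal means inhibition of MDM2 E3 ligase activity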
#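 Assay system: stable mammalian line carrying autodegrading MDM2–luciferase fusion reporter; Input: 2000 cells in each well; Compound dosing: single-point 5 µM; Schedule: 2 h compound exposure at 37 °C; Signal: SteadyLite luciferase luminescence after 15 min room-temperature reagent incubation; Evaluation: % luminescence enhancement versus blank-corrected plate control mean; Benchmarks: plate controls and plate blanks.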
# Runt-CBFb FRET: Runt domain-CBFb interaction inhibition; Q01196+Q13951; Cerulean-Runt/Venus-CBFb FRET ratio 530/480, 1 h; inhibition, % at 20 µM; 220,000 tested, 0.46% active; AID 1496;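 active = inhibition over about 50% at 20 µM in the single-dose screen, limit read from the data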;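 note: 0% = DMSO wells and 100% = excess unlabeled CBFb competitor control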
# Target sequence (Q01196 whole entry, looked up, the tested form may be a part): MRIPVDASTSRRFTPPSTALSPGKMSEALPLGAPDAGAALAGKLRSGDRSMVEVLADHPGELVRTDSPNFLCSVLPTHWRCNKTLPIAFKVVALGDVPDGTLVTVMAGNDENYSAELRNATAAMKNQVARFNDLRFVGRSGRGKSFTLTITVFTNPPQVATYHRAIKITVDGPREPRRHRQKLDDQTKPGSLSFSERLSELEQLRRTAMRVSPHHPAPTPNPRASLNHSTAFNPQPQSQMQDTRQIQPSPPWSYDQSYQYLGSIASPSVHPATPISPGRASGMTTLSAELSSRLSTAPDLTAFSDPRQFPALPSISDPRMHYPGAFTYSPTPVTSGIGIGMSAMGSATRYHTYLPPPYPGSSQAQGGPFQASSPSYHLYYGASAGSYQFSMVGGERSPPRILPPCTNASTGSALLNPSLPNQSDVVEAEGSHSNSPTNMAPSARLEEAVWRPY
# Target sequence (Q13951 whole entry, looked up, the tested form may be a part): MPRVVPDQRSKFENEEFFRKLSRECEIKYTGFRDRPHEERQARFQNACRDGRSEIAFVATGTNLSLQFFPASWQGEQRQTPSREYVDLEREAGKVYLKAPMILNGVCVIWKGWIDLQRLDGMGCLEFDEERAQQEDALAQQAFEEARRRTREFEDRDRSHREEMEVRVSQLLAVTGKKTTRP
#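 Measured by: fluorescence energy transfer, 422 nm excitation, 530/480 nm emission; Assay system: Cerulean-Runt domain; Medium: Tris pH 7.5 buffer with BSA; Measure: loss of energy transfer signal; Controls: 5 µM unlabeled CBFb as full-inhibition high control; Incubation: protein complex preformed 1 h, compound exposure 1 h, room temperature, dark.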
# Runt-SMMHC FRET: blocks binding of human RUNX1 Runt domain to CBFb-SMMHC | Q01196+Q13951 | Cerulean-Runt/Venus-CBFb-SMMHC FRET ratio 530/480, 1 h | inhibition, % at 20 µM | 220,000 tested, 0.74% active;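 active = mean inhibition across duplicate retests at 20 µM reaching about 50%, limit read from the data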;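 note: 0% = DMSO wells and 100% = wells with excess untagged CBFb-SMMHC; inhibitors lower the FRET ratio by blocking Runt binding to CBFb-SMMHC; some results filed as inactive read as strong as hits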
# Hck-Nef inh: inhibitors of human Hck kinase activated by Nef | Recombinant Hck-YEEI plus Nef, Z-Lyte FRET kinase assay | AID 463187 | 220,000 tested, 0.68% active | P08631 | inhibition, % at 20 µM;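 active = Hck-Nef kinase inhibition above about 50%, limit read from the data; inactive = inhibition below that limit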;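 note: 0% = DMSO with Hck plus Nef and 100% = Hck alone without Nef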
# 14-3-3 Bad inh: disrupts binding of bovine 14-3-3 zeta to phospho-Bad peptide; P63103; TR-FRET 14-3-3zeta/Dy647-pBad peptide displacement, 1 h; inhibition, % at 21.7 µM; 220,000 tested, 0.71% active; AID 781;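 active = inhibition above about 70%, limit read from the data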;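 note: 0% = full 14-3-3 plus peptide FRET controls and 100% = background without 14-3-3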
# An asterisk follows results filed as active; / = no result given; [ ] = remark or other dose.
SMILES,EBV gp42 inh,TbHK1 inh,zVAD death inh,NCF1 inh,Mdm2 ligase inh,Runt-CBFb FRET,Runt-SMMHC FRET,Hck-Nef inh,14-3-3 Bad inh
CCOc1ccc(C(=O)Nc2ccc(N3CCCC3)cc2)cc1,-36,-3,-0.3,-89,4,0,-2,11,85*[fluorescence artefact?]
O=C(c1c(F)cccc1F)N(Cc1cccs1)C1CCCC1,-1,7,-1.3,-5,3,3,5,22,-2
CCCCn1c(N)c(N(CC(C)C)C(=O)CCCSc2nncs2)c(=O)[nH]c1=O,-15,-2,0.1,-1,-13,1,0,26,-5
O=C(NCCc1ccccc1)C1CCN(C2CCN(Cc3ccco3)CC2)CC1,3,5,-0.2,-7,-20,2,2,3,4
CCn1c(/C=C2\C(=O)Nc3ccccc32)nc2ccccc2c1=O,-19,-1,-0.6,-6,-6,-2,6,3,-19
O=C(Nc1ccccc1Cl)/C(Cl)=C(\Cl)S(=O)c1ccccc1 (centres undefined),-1,3,17,3,28,25,9,30,-12
COC(=O)CCNC(=O)Cn1cnc2sc3c(c2c1=O)CCCC3,-10,-1,2.8,0,0,/,1,19,-13
NC(=S)N=Nc1c(O)n(CCCl)c2ccc(Cl)cc12,-7,1,0.5,15,-24,-2,0,20,-30
CC1=C(C(=O)OCCOC(C)C)C(c2cc3c(cc2Br)OCO3)C2=C(CCCC2=O)N1 (centres undefined),-12,2,0.0,-7,11,-1,3,13,-3[fluorescence artefact?]
COc1ccccc1C1CC(c2ccc(Cl)cc2Cl)Nc2nc(N)nn21 (centres undefined),1,-4,0.8,-1,0,-4,2,19,2
O=S(=O)(Nc1nc2ccccc2nc1Nc1ccc2c(c1)OCCO2)c1cccs1,-9,-9,1.5,-22,-3,-2,-8,9,2[fluorescence artefact?]
Cc1nn(Cc2ccc(Cl)cc2Cl)c(C)c1NC(=O)c1nn(C)cc1Cl,-28,-3,-0.2,-10,-13,0,0,-1,22
CCOP(=O)(OCC)C(NC(=O)Nc1ccc(Cl)c(Cl)c1)C(N)=O (centres undefined),-24,-8,-0.5,-2,/,2,6,0,-5
COc1ccc(N2CCN(C(c3cccc(OC)c3OC)c3nnnn3C3CCCC3)CC2)cc1 (centres undefined),-20,-9,-0.8,-3,-11,3,2,-22,77*
CCOc1ccc(NC(=O)c2cc(F)c(F)cc2Cl)cc1OCC,-3,-3,1.3,0,5,-1,1,-1,-10
CN1C(CC(=O)Nc2ccc(Cl)cc2Cl)c2ccccc2CC1(C)C (centres undefined),1,10,0.2,-21,-5,0,-1,-19,-2
CC(=O)NC1=NN(C(C)=O)C(c2ccc(C(C)C)cc2)S1 (centres undefined),5,14,0.6,-16,11,0,1,-1,-4
Cc1ccc2[nH]c3c(=O)n(CCCN4CCN(C)CC4)cnc3c2c1,-4,-4,0.1,1,-22,-2,-3,-3,-3
Cc1nc(NC(=O)c2ccco2)sc1-c1csc(Nc2ccc(Cl)cc2)n1,-26,-16,2.8,-50,-15,10,18,1,32
CC1CCC(NCC(=O)Nc2cccc(S(N)(=O)=O)c2)CC1 (centres undefined),4,9,0.2,4,-9,1,0,-17,23
CS(=O)(=O)NCCNC(=O)c1cc(OCC(F)(F)F)ccc1OCC(F)(F)F,-7,6,-0.3,1,-13,1,1,19,-3
CN(C)c1ccc(N=Nc2ccccc2C(=O)OCC(=O)N(C)C2CCCCC2)cc1,-21,-9,0.5,4,-44,-8,-8,4,4[fluorescence artefact?]
Cc1nc(SCC(=O)CC(=O)OC(C)C)c(C#N)c(C)c1C,-14,-9,0.4,-2,7,4,8,0,-3
CCOc1c(C(=O)CC)cc2c(C)cc(=O)oc2c1C,-13,2,-0.5,-15,-1,-1,2,7,-11[fluorescence artefact?]
S=C(NCCc1ccccn1)Nc1ccc(Cl)cc1,0,-7,0.1,-11,-10,0,-4,3,-5
CCN(CC)CCN(C(=O)c1ccc([N+](=O)[O-])cc1)c1nc2c(OC)cccc2s1,-12,0,-0.6,-2,-10,0,-2,27,5
Cc1cccc(N2CC(C(=O)Nc3nnc(SCC(=O)Nc4nccs4)s3)CC2=O)c1 (centres undefined),-29,14,0.8,-36,-15,-6,-9,6,-2
CCn1cc(/C=N/O)c(C)n1,-7,-2,4.2,-5,-21,1,-1,-2,-15[fluorescence artefact?]
CNc1nc(-c2ccccc2)[n+](-c2ccc(C)cc2)s1,-13,61*,-0.7,94*,-12,10,56*,-3,47
N#Cc1c(/N=C\c2ccc(O)c([N+](=O)[O-])c2)sc2c1CCCC2,6,5,1.3,0,-20,13,40,27,-6

# Eleven of these compounds in a different format.
compound | EBV gp42 inh | TbHK1 inh | zVAD death inh | NCF1 inh | Mdm2 ligase inh | Runt-CBFb FRET | Runt-SMMHC FRET | Hck-Nef inh | 14-3-3 Bad inh
Cc1nc(NC(=O)c2ccco2)sc1-c1csc(Nc2ccc(Cl)cc2)n1 | -26 | -16 | 2.8 | -50 | -15 | 10 | 18 | 1 | 32
CC1CCC(NCC(=O)Nc2cccc(S(N)(=O)=O)c2)CC1 (centres undefined) | 4 | 9 | 0.2 | 4 | -9 | 1 | 0 | -17 | 23
CS(=O)(=O)NCCNC(=O)c1cc(OCC(F)(F)F)ccc1OCC(F)(F)F | -7 | 6 | -0.3 | 1 | -13 | 1 | 1 | 19 | -3
CN(C)c1ccc(N=Nc2ccccc2C(=O)OCC(=O)N(C)C2CCCCC2)cc1 | -21 | -9 | 0.5 | 4 | -44 | -8 | -8 | 4 | 4[fluorescence artefact?]
Cc1nc(SCC(=O)CC(=O)OC(C)C)c(C#N)c(C)c1C | -14 | -9 | 0.4 | -2 | 7 | 4 | 8 | 0 | -3
CCOc1c(C(=O)CC)cc2c(C)cc(=O)oc2c1C | -13 | 2 | -0.5 | -15 | -1 | -1 | 2 | 7 | -11[fluorescence artefact?]
S=C(NCCc1ccccn1)Nc1ccc(Cl)cc1 | 0 | -7 | 0.1 | -11 | -10 | 0 | -4 | 3 | -5
CCN(CC)CCN(C(=O)c1ccc([N+](=O)[O-])cc1)c1nc2c(OC)cccc2s1 | -12 | 0 | -0.6 | -2 | -10 | 0 | -2 | 27 | 5
Cc1cccc(N2CC(C(=O)Nc3nnc(SCC(=O)Nc4nccs4)s3)CC2=O)c1 (centres undefined) | -29 | 14 | 0.8 | -36 | -15 | -6 | -9 | 6 | -2
CCn1cc(/C=N/O)c(C)n1 | -7 | -2 | 4.2 | -5 | -21 | 1 | -1 | -2 | -15[fluorescence artefact?]
CNc1nc(-c2ccccc2)[n+](-c2ccc(C)cc2)s1 | -13 | 61* | -0.7 | 94* | -12 | 10 | 56* | -3 | 47

# Further entries follow:
SMILES,EBV gp42 inh,TbHK1 inh,zVAD death inh,NCF1 inh,Mdm2 ligase inh,Runt-CBFb FRET,Runt-SMMHC FRET,Hck-Nef inh,14-3-3 Bad inh
COc1ccc(-c2nc(CCl)cs2)cc1,-8,0,0.1,0,-11,0,0,19,-9
CN(C)C=NC(=O)c1cc(C(=O)c2ccc(Cl)cc2)c[nH]1,0,-17,70,-7,-12,1,-8,9,-2
CCCCC(=O)Nc1ccc(NC(=O)c2cnccn2)cn1,-3,0,0.0,-2,-20,1,-1,-15,-4
Cn1c(CN2CCN(C(=O)c3ccccc3)CC2)nc2cc([N+](=O)[O-])ccc21,3,-15,1.3,-1,-4,-1,5,6,-22
CCOC(=O)c1sc2nc(CC(=O)OC)nc(NCc3ccc(F)cc3)c2c1C,-22,-10,0.1,-23,-12,-3,1,1,26
CC(C)c1nnc(NC(=O)Cc2ccccc2[N+](=O)[O-])s1,-14,0,/,-5,20,0,1,7,-4
CN(/N=C/c1ccc([N+](=O)[O-])o1)c1ccccc1,-10,4,-0.7,-13,-25,-8,-10,10,-1
O=S(=O)(Nc1ccc(Cc2ccncc2)cc1)c1cccs1,10,3,-0.4,-7,-1,-3,-4,-1,-3
O=C(c1ccccc1F)N1CCN(c2cnn(-c3cccc(Cl)c3)c(=O)c2Cl)CC1,-13,-10,1.6,-17,-20,-1,1,4,-11
CCn1ncc(/C=N\NC(=O)c2csc3ccccc23)c1C,-13,-1,1.1,0,0,-2,2,0,2
CC(C)(C)OC(=O)N1CCC(C(=O)O)CC1,-16,-3,1.0,-3,-5,1,-10,8,-4[fluorescence artefact?]
C=CCn1c(SCC(N)=O)nc2nc3c(cc2c1=O)COC(C)(C)C3,-1,-16,0.9,-3,-2,1,2,18,3
Cc1ccc2nsnc2c1NC(=O)COc1ccccc1F,7,-4,1.7,4,-6,-2,-4,-2,1
Cc1ccc(CN2CCN(C/C(Cl)=C/c3ccccc3)CC2CCO)o1 (centres undefined),-1,-3,-0.7,-4,8,-1,0,18,-9
COC(=O)c1c(C)oc(C)c1S(=O)(=O)N(Cc1ccccc1)C(C)C,3,-13,-2.0,-7,-6,0,2,-8,-5
Cc1cc(Cl)ccc1OCC(=O)N1CCCCC1,-13,0,-0.5,-2,-15,0,0,8,-8
CCOc1ccc(-c2nnc3sc(COc4ccccc4)nn23)cc1,5,-5,0.5,-9,-18,-2,1,0,-5
Cc1nnc(N2CCOCC2)c2ccccc12,-10,-1,0.9,-9,-40,-1,2,9,-12
C/C(=N\NC(=S)NC1CCCCC1)c1cccs1,11,-18,0.1,-4,-2,-1,3,5,-23
CCOc1cc(/C=N\Nc2ccc([N+](=O)[O-])cc2)ccc1OCC(=O)Nc1ccc(C)c(C)c1,-157,10,-0.2,-51,-9,-14,-48,3,12
COCC(C)n1c(C)cc(C(=O)CSc2ncccn2)c1C (centres undefined),0,-3,0.3,3,-29,6,0,15,-10
CC(C)CCNC(=O)NC(=O)CSc1nnc(-c2ccccc2Br)o1,2,-1,1.1,-9,-19,-6,-6,7,12[fluorescence artefact?]
O=C(Nc1ccc(Nc2ccccc2)cc1)c1ccco1,6,-18,1.3,-4,-22,-1,0,3,-10
CCOC(=O)c1cc(C#N)c(SCC(=O)O)[nH]c1=O,3,-29,11,3,-9,32,27,23,30
COc1ccc(-c2nnc3ccc(SCC(N)=O)nn23)cc1OC,-10,3,0.3,-9,-20,1,-1,0,-1
O=C1CCCc2c1nc(-c1ccccc1)n2O,-4,-19,-0.2,-7,-15,-1,-3,0,37
O=c1[nH]nc(N/N=C/c2ccccc2OC(F)F)c(=O)[nH]1,-19,-66,0.6,-8,-10,-2,3,4,4
CCOP(=O)(OCC)C(O)c1cc(OC)c(OC)c(OC)c1 (centres undefined),-8,-5,0.1,-10,-10,3,-2,3,-8
O=c1oc2ccccc2n1CCn1c2ccccc2c2nc3ccccc3nc21,1,-10,0.1,13,-17,-285,-20,12,60[fluorescence artefact?]
C=CCN(CC=C)C(=O)Nc1ccc2nc(C)sc2c1,-17,0,0.2,-6,-3,-2,4,6,3[fluorescence artefact?]
CN(C)/C=N/c1c(C#N)cnn1-c1ccccc1,-7,-6,1.2,-9,-14,1,0,0,-11[fluorescence artefact?]
